Rtt109 Vps75 = C. albicans Rtt109 histone acetyltransferase inhibition | Q5AAJ8 | purified Rtt109/Vps75, ThioGlo CoA-SH fluorescence, 4 h | inhibition, % at 34.9 µM | actives 0.16% (n = 330,000) | AID 540336;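 active = inhibition of at least 50% in every replicate; inconclusive = best replicate reaches 50% inhibition but some replicates fall short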
Target sequence (Q5AAJ8 whole entry, looked up): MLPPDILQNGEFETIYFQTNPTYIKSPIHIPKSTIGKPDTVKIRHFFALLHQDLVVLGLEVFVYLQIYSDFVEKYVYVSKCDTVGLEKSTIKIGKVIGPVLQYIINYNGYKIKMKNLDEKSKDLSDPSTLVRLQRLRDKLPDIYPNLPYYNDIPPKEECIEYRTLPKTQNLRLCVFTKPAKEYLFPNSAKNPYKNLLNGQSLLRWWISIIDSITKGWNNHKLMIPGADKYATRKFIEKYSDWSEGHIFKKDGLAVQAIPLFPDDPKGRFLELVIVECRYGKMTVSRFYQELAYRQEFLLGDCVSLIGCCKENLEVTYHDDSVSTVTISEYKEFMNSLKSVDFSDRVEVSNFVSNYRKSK
SR-BI DiI inh = mouse SR-BI HDL lipid transfer inhibition; Q61009; ldlA[mSR-BI] CHO cells, DiI-HDL uptake fluorescence, 3 h; inhibition, % at 12.5 µM; actives 0.96% (n = 320,000); AID 488896;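 active = mean replicate inhibition of at least 70% and a set share of replicates each scoring 70 or more; inconclusive = meets just one of the two criteria; inactive = fails both criteria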;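 note: 0% = median of neutral control wells and 100% = median of positive control wells; values of inactives mirror those of a sister screen read the other way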
SR-BI DiI-HDL act = SR-BI HDL lipid transfer activation; CHO ldlA[mSR-BI] cells, DiI-HDL uptake fluorescence, 3 h; 100 = double the neutral-control signal; activation, % at 12.5 µM; actives 0.096% (n = 320,000); AID 504775;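 active = mean replicate activation of at least 60% and every replicate at or above 60%; inconclusive = mean or all-replicate condition met, but not both; inactive = mean below 60% and not all replicates reaching 60%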;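 note: 0% = median plate neutral-control signal and 100% = twice that signal; values of inactives mirror those of a sister screen read the other way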
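Material – SR-BI-overexpressing, LDLR-lacking CHO cells · Medium – BSA-supplemented, HEPES-buffered Ham's F12, pH 7.4 · Doses – single concentration · Times – compound with DiI-HDL co-incubation, 3 h at 37 °C · Measured by – bottom-read fluorescence, 550/595 nm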
MITF act = MITF TRPM1 promoter activation in melanoma cells; activation, % at 12.5 µM; AID 588334; SK-MEL-5 TRPM1-promoter luciferase, 24 h; % of positive control, neutral wells = 0; actives 0.75% (n = 300,000);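 active = mean activation of at least 80% with every replicate also reaching 80%; inconclusive = mean reaches 80% but some replicate falls short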;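 note: 0% = neutral control wells and 100% = parthenolide positive control wells; values of inactives mirror those of a sister screen read the other way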
CDK5 p35 inh = inhibitors of human CDK5/p35 kinase | Recombinant CDK5/p35, ADP-Glo luminescence, 60 min | AID 488839 | actives 0.01% (n = 330,000) | inhibition, % at 10 µM | Q00535+Q15078;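 active = highest replicate inhibition of at least 50% and at least 75% of replicates reaching 50%; inconclusive = only one of the two criteria met; inactive = both criteria failed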;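 note: plate controls were DMSO neutral control for no effect and GW8510 at 10 µM for full effect; many of its hits are not listed in these tables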
Wnt act = activators of Wnt/beta-catenin signaling; Wnt/beta-catenin reporter cell assay, activator, plate reader; activation, % at 9.35 µM; actives 1.2% (n = 300,000); in the data active = activation above about 30%, passing the limit was not always enough; inconclusive = no clear call, values can overlap the other calls;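 note: 0% = neutral control wells and 100% = positive control wells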
dFosB activator = enhances mouse delta FosB homodimer DNA binding; P13346; purified delta FosB, TAMRA-CDK5 oligo fluorescence polarization; percent of positive-control signal above neutral wells; activation, % at 25 µM; actives 0.99% (n = 340,000); AID 493131;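 active = mean activation above about 17%, with every replicate also reaching it, limit read from the data, passing the limit was not always enough; inconclusive = only one of the two conditions met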;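 note: fluorescence polarization rise as delta FosB binds a TAMRA Cdk5 AP-1 oligo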
Target sequence (P13346 whole entry, looked up): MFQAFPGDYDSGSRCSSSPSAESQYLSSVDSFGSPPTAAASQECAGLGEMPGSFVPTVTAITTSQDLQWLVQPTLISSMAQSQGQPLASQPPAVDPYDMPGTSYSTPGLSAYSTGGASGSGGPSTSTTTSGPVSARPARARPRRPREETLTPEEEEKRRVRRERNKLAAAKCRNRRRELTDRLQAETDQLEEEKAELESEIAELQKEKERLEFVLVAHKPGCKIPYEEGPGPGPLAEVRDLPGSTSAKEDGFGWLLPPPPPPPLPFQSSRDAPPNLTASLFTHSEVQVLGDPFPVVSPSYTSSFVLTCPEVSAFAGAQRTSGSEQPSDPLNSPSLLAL
PvdQ inh = blocks Pseudomonas aeruginosa PvdQ acylase activity | purified PvdQ acylase, fluorescence plate reader | inhibition, % at 10 µM | actives 0.063% (n = 340,000) | AID 488965; in the data active = inhibition above about 30%, passing the limit was not always enough; inconclusive = no clear call, values can overlap the other calls;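 note: 0% = vehicle neutral wells and 100% = reference inhibitor wells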
HTR5A ag = activates human HTR5A in OPRM1-OPRD1 agonist counter-screen | actives 0.61% (n = 340,000) | activation, % at 9.3 µM | HTR5A agonist assay, luminescence, cell-based | P47898; in the data active = activation mostly above about 9.5%, no sharp cut-off; inactive = mostly below about 7.6%;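 note: 0% = cells with vehicle only and 100% = reference agonist; strong numbers were not always called active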
Target sequence (P47898 whole entry, looked up): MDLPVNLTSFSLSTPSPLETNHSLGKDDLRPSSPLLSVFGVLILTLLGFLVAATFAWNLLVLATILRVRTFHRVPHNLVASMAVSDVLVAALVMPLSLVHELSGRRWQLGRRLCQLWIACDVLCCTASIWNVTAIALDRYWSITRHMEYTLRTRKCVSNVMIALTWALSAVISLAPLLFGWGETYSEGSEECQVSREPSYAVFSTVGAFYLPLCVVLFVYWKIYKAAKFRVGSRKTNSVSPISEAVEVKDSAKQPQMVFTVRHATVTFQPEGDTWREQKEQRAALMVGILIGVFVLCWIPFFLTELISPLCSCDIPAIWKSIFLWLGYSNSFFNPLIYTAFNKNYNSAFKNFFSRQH
cardiac RTF act = cardiac RTF calcium sensitization; P19429+P45379; IANBD-labeled TnC RTF fluorescence at EC20 calcium; 0% EC20 calcium, 100% full calcium; activation, % at 7.2 µM; actives 0.24% (n = 340,000);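 active = activation above the mean over all tested compounds plus 3 SD, cut at about 30% in these data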;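 note: rise in fluorescence read as greater calcium sensitivity of cardiac thin filaments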
* = called active by the depositor; ? = inconclusive; / = no result given; & = joins results of further samples. Compounds as they come; any-hit rate near 4.4%.

SMILES	Rtt109 Vps75	SR-BI DiI inh	SR-BI DiI-HDL act	MITF act	CDK5 p35 inh	Wnt act	dFosB activator	PvdQ inh	HTR5A ag	cardiac RTF act
COc1ccc(NC(=O)CCSCCc2ccccn2)cc1OC	-3	5	-5	0	0.9	0	-2	-10	4	5
CCN1CCc2nc(SCC(=O)Nc3ccc(OC)cc3)c(C#N)cc2C1	11	-4	4	13	1.3	-4	-6	-13	6	8
Cc1ccc2[nH]c(=O)c3cc(C(=O)NCCC(C)C)sc3c2c1	-1	38	-38	-7	1.0	-1	-23	-3	1	-6
O=C(Nc1cc(C(F)(F)F)ccc1N1CCOCC1)C1=COCCO1	5	24	-24	6	-0.9	-2	-2	7	0	-1
O=C(CCc1nc2ccccc2c(=O)[nH]1)NCCN1C(=O)S/C(=C\c2ccc(Cl)cc2Cl)C1=O	-2	11	-11	10	-0.7	2	-12	-5	-2	4
CCn1c(-c2cccc(S(=O)(=O)N3CCCC3)c2)n[nH]c1=S	11	/	/	16	-0.3	1	-5	-16	-5	5
Cn1c(-c2ccccc2)cnc1NCc1cccc([N+](=O)[O-])c1	5	2	-2	/	0.0	0	0	-2	-6	-4
COc1ccccc1OCCCOc1ccc(C)cc1Br	-8	29	-29	?	0.9	/	2	-18	-1	3
Cn1c(=O)[nH]c(=O)c2c1nc(NCCCO)n2CCCc1ccccc1	-6	-4	4	-7	0.3	4	1	-18	0	5
CCOC(=O)c1ccc2nc(C(F)(F)F)[nH]c(=O)c2c1	1	-12	12	/	0.8	-1	-4	-7	2	-8
Cc1ccc(C(=O)Cn2cnc3ccccc3c2=O)cc1C	-5	16	-16	67	0.0	12	-1	11	19	-6
CC(c1ccccc1F)n1cc(C(=O)NCCc2ccco2)nn1 (configuration not stated)	5	-25	25	9	-0.6	-6	-4	-10	0	4
CCCS(=O)(=O)N1CCCC(C(=O)NCc2ccc3c(c2)OCO3)C1 (configuration not stated)	-3	-21	21	6	-0.7	3	-1	1	0	-2
COC(=O)CNC(=O)c1c(-c2ccccc2Cl)noc1C	6	-41	41	/	0.3	/	-4	7	5	6
COCCCNC(=S)NC1CCCCC1	5	-18	18	-6	-0.6	/	-2	4	9	5

An excerpt from above in order of SMILES length, descending:
SMILES	Rtt109 Vps75	SR-BI DiI inh	SR-BI DiI-HDL act	MITF act	CDK5 p35 inh	Wnt act	dFosB activator	PvdQ inh	HTR5A ag	cardiac RTF act
CCCS(=O)(=O)N1CCCC(C(=O)NCc2ccc3c(c2)OCO3)C1 (configuration not stated)	-3	-21	21	6	-0.7	3	-1	1	0	-2
Cn1c(=O)[nH]c(=O)c2c1nc(NCCCO)n2CCCc1ccccc1	-6	-4	4	-7	0.3	4	1	-18	0	5
O=C(Nc1cc(C(F)(F)F)ccc1N1CCOCC1)C1=COCCO1	5	24	-24	6	-0.9	-2	-2	7	0	-1

Additional compounds:
SMILES	Rtt109 Vps75	SR-BI DiI inh	SR-BI DiI-HDL act	MITF act	CDK5 p35 inh	Wnt act	dFosB activator	PvdQ inh	HTR5A ag	cardiac RTF act
O=c1cc(-c2ccc(O)c(O)c2)oc2c1ccc1ccccc12	-1	47	-47	38	1.0	1	?	-6	10	-7
CC(=O)c1ccccc1NC(=O)c1ccc(OCc2c(C)noc2C)cc1	3	52	-52	11	1.4	-3	-19	13	3	-4
Cc1[nH]c2ccccc2c1C(=O)C(=O)N1CCN(c2ccccc2Cl)CC1	11	4	-4	7	-1.0	1	-5	-1	6	-6
CC(C)c1onc(C(=O)NCc2ccccn2)c1[N+](=O)[O-]	-1	-4	4	2	-1.6	-2	4	4	2	0
COc1ccc(C(=O)NC2CCCCCC2)cc1S(=O)(=O)Nc1ccc(Br)cc1	16	14	-14	13	-0.2	/	4	13	15*	3
O=C1OCCN1C(=O)[C@H]1[C@H](c2ccc(F)cc2)C(c2cccc(Cl)c2)=NN1c1ccc(Br)cc1	21	6	-6	-6	-0.4	-3	-3	-23	2	-2
CSc1ccc(/C=C/C(=O)OCC(=O)N2CCc3ccccc32)cc1	-9	-8	8	-8	0.0	0	10	-5	0	-3
Cc1cc(N2C(=O)C(=O)/C(=C(/O)c3ccc(F)cc3)C2c2cccc(Br)c2)no1 (configuration not stated)	9	-4	4	-6	-1.3	0	-5	-11	7	0
COc1ccccc1NC(=O)c1cc(Cl)nc2ccccc12	2	67	-67	-21	-0.1	0	-11	-9	-2	11
Cc1c(CN(C)Cc2cn(C)nc2-c2ccccc2F)[nH]c2ccccc12	-3	/	/	11	-1.5	1	-3	-1	2	1
O=C(COc1cccc(NC(=O)c2cccc([N+](=O)[O-])c2)c1)c1ccc(Br)cc1	-3	66	-66	-16	0.7	/	6	11	-1	1
Cc1cccc(/C=C2\Sc3ccc(C(=O)N4CCOCC4)cc3N(C)C2=O)c1	-5	23	-23	-3	1.5	0	-1	-11	-2	-3
OCCNc1nc2ccccc2n1CCN1CCCCC1	3	-26	26	/	0.4	-1	2	-9	/	-3
Cc1ccc(-n2nc(-c3ccc(N)cc3)cc2N)cc1	-18	6	-6	41	-0.2	17	7	0	2	2
O=C(Nc1ccc(NC(=O)C2CC2)cc1)c1ccco1	-5	/	/	77	0.8	4	-3	-9	-1	-4
O=C(O)Cc1sc(Nc2cccc3ccccc23)nc1-c1ccccc1	4	23	-23	-14	-0.3	1	-21	-5	9	-7
CCCN(CC(=O)Nc1ccccc1OC)C(=O)c1ccc(=O)[nH]c1	5	/	/	7	-0.6	-2	-10	-3	4	5
Cn1cccc1/C=C1\Cc2ccccc2C1=O	-16	/	/	59	-1.3	63*	-7	-4	1	1
Cc1oc(-c2ccccc2F)nc1CS(=O)(=O)CC(=O)NCc1ccco1	-5	2	-2	/	1.4	0	2	-9	1	3
COC(=O)CCC(=O)N(CCN(C(=O)CCC(=O)OC)c1ccccc1)c1ccccc1	-2	12	-12	4	-1.3	0	-1	-8	/	/
COc1ccc(N(C(=O)c2snc(C(N)=O)c2N)C(C(=O)NCC2CCCO2)c2ccc3ncccc3c2)cc1OC (configuration not stated)	3	-5	5	-2	-2.8	0	-10	-6	-9	1
O=C(CSc1nnc2ccccn12)NNC(=O)c1cccc([N+](=O)[O-])c1	-1	-1	1	-2	-0.8	-2	-2	-5	-1	-2
Cc1c(O)cccc1C(=O)N[C@@H](CSc1ccccc1)[C@H](O)CN1C[C@H]2CCCC[C@H]2C[C@H]1C(=O)NC(C)(C)C	14&12	7&-34	-7&34	3&-14	-0.1&0.7	-19&-2	-24&-22	-11&-7	-1&-4	-1&2
CC(/C=N/NC(=O)c1nnn(-c2nonc2N)c1CN(C)C)=C\c1ccco1	13	/	/	/	1.1	1	-14	-13	-2	13
O=C(NCc1cc(C(F)(F)F)ccc1F)C1CCC(=O)N(C2CC2)C1 (configuration not stated)	-2	-10	10	4	-0.6	0	6	-4	4	-3
COc1ccc(/C=C2\SC(=S)N(CC(=O)N(C)C3CCS(=O)(=O)C3)C2=O)cc1 (configuration not stated)	8	-5	5	3	1.9	6	1	-9	3	3
O=C(NNC(=O)c1cc(-c2ccc(Cl)cc2)nc2ccccc12)c1csc(N2CCOCC2)n1	6	38	-38	-7	0.6	2	-11	-2	-2	-15
O=C(CCN=C1NS(=O)(=O)c2ccccc21)OCC(=O)c1ccc(F)cc1	1	-33	33	0	-0.7	-3	-7	-13	-5	-1
CC1CCN(C(=O)C2CCC(CNc3c(N4CCCCC4)c(=O)c3=O)CC2)CC1 (configuration not stated)	-22	/	/	-23	1.7	0	-5	-13	1	1
CCCCc1c(C)nc(N2CCCC2)[nH]c1=O	0	/	/	/	0.8	3	-3	-10	4	-1
O=C1CN(C(=O)COC(=O)CCNS(=O)(=O)c2ccc(Cl)cc2)c2ccccc2N1	-6	-11	11	2	-3.1	0	-14	-11	3	11
CCC(=O)c1ccc(OCC(O)CNCCc2ccc(Cl)cc2)cc1 (configuration not stated)	/	-3	3	-2	0.1	1	-7	0	-2	-1
Cc1ccnc(SCCn2c(N3CCN(Cc4ccccc4)CC3)nc3c2c(=O)[nH]c(=O)n3C)n1	-2	-36	36	/	1.1	-3	-2	-19	-5	-1
CCCN(CC(=O)Nc1ccc(F)c(F)c1F)C(=O)Cc1ccc(S(=O)(=O)N2CCOCC2)s1	-4	46	-46	-11	-1.6	1	-11	-4	2	-6
COc1ccccc1NC(=O)CN1CCC(c2nc3ccc(C)cc3[nH]2)CC1	/	-10	10	10	-1.7	1	-13	-16	-6	1
Cc1onc(-c2ccccc2)c1C(=O)N/N=C/c1ccco1	-2	-10	10	/	0.1	0	-1	-13	0	-3
Cc1ccsc1C(=O)N1CC(=O)Nc2ccccc21	1	13	-13	5	1.5	0	0	8	-6	3
COc1ccc(C2CC(C(F)(F)F)n3ncc(C(=O)O)c3N2)cc1OC (configuration not stated)	0	-16	16	17	0.0	/	-3	-2	-3	-4
CCCCCCNS(=O)(=O)c1ccccc1Br	10	2	-2	2	-7.8	0	0	-11	7	4
NC(=O)N/N=C/c1coc2ccc3ccccc3c2c1=O	7	-9	9	/	-0.3	1	-4	-15	4	-3
Nc1scc2c(C(=O)N/N=C/c3ccc(Cl)cc3)nn(-c3ccccc3)c(=O)c12	4	5	-5	/	0.3	/	-14	-3	-1	3
Cc1ccc(NC(=O)CS(=O)CC(=O)NC2CCN(Cc3ccccc3)CC2)c(C)c1 (configuration not stated)	1	2	-2	-6	1.7	0	-4	-8	4	3
Cc1cc(C)n(CCO)c(=O)n1	-7	-31	31	-1	-1.4	/	-9	-11	1	-6
CC(=O)Nc1ccc(NC(=O)COc2cc(O)c3c(c2)OC(C)(C)CC3=O)cc1	-4	33	-33	14	-2.6	-1	-8	-17	-3	5
COc1cc([N+](=O)[O-])c(OC)cc1SCc1n[nH]c(=S)n1-c1ccc(F)cc1	2	6	-6	-3	2.2	1	2	-7	-4	0
CCOCCc1nnc(NC(=O)c2cccc(F)c2)s1	-4	2	-2	17	-0.1	/	-4	-2	5	-7
COCc1cc(=O)n2[nH]c(-c3cccc(Br)c3)cc2n1	1	-24	24	23	0.0	/	-30	-7	4	-1
COc1ccc(/C=N/Nc2cc(OC)ncn2)cc1	-12	3	-3	1	3.2	10	-3	6	7	-6
Cc1sc2ncn(CC(=O)NCC(=O)N3CCN(c4ccccc4F)CC3)c(=O)c2c1C	-5	-26	26	-12	/	1	-8	-3	-1	-7
CCc1ccc(N(C(=O)c2ccoc2C)C(C(=O)NC2CCCC2)c2ccc(OC)cc2)cc1 (configuration not stated)	0	-1	1	-2	0.2	/	-9	6	2	0
COc1ccc(C(=O)Nc2nc3ccccc3s2)cc1OC	0	67	-67	78	-0.8	-1	-34	-9	2	-4
COc1ccc(CCNS(=O)(=O)c2c(N)n(C)c(=O)n(C)c2=O)cc1OC	3	-8	8	-1	1.0	1	-7	5	2	-3
COc1cccc(C(=O)Cn2c(=O)n(CC3CCCO3)c(=O)c3ccccc32)c1 (configuration not stated)	4	-2	2	-7	0.9	0	-4	3	0	3
CO/N=C/c1cn(-c2ccc(Cl)cc2)nn1	3	1	-1	30	1.7	0	-2	49*	7	7
